Screening results: PubChem, Johns Hopkins Ion Channel Center
TMEM16A act = TMEM16A chloride channel activators or potentiators, primary screen, cell-based, HTS | Anoctamin-1 (Mus musculus), Q8BHY3 | HEK293 TMEM16A/YFP-H148Q/I152L, iodide quench fluorescence; active compounds read low | B-score at 10 µM | 340,000 tested, 0.3% active;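 active = fluorescence-ratio B-score plate-corrected deviation score at least 3 library SD below zero, with starting fluorescence score within 5 deviations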;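 note: channel opened by trigger with iodide after compound preincubation; score built on the fluorescence ratio of max minus min over baseline; more negative score means more quench and so TMEM16A activation or potentiation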
KCNK3 inh = human KCNK3 channel inhibitors, primary screen, CHO cells, FluxOR thallium flux, B-score | AID 602410, 2012 | FluxOR fluorescence; active compounds read low | 340,000 tested, 0.84% active | B-score at 10 µM;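 active = B-score under library mean minus 4 SD, starting fluorescence ratio at most library mean plus 5 SD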;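 note: more negative B-score means stronger inhibition of thallium flux through KCNK3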
Target sequence (O14649 whole entry, looked up): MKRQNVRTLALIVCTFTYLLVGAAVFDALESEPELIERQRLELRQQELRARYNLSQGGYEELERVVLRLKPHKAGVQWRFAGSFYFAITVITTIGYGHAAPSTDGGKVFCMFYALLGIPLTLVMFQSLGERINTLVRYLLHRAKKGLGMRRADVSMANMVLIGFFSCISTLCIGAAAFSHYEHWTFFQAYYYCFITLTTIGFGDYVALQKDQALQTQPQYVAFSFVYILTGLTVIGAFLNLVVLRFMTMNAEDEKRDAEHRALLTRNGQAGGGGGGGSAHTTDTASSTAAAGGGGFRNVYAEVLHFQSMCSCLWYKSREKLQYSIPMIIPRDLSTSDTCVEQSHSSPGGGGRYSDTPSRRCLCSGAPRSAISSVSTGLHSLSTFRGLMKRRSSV
Numbers without * were called inactive; ! = repeats disagree. Only part of the results is shown. The share of hits here may be higher or lower than overall.

Preview, five compounds:
COc1ccccc1C1/C(=C(/O)c2cnn(-c3ccccc3)c2C)C(=O)C(=O)N1CCN(C)C (configuration not stated) was read as TMEM16A act inactive and KCNK3 inh inactive.
For CC(Oc1ccccc1F)C(=O)NNC(=O)Cc1ccc(S(=O)(=O)N2CCOCC2)s1 (configuration not stated) the results were TMEM16A act inactive and KCNK3 inh inactive.
For CN(C)N1C(=O)C2C3C=CC(O3)C2C1=O (configuration not stated) the results were TMEM16A act inactive and KCNK3 inh inactive.
Screening CC(=O)c1ccc(NC(=O)COC(=O)CCC2CCCC2)cc1 returned TMEM16A act inactive and KCNK3 inh inactive.
O=[N+]([O-])c1cc(F)cc(F)c1Nc1cc(F)cc(F)c1 was read as TMEM16A act inactive and KCNK3 inh inactive.

The list itself, previewed entries included:
COc1ccccc1C1/C(=C(/O)c2cnn(-c3ccccc3)c2C)C(=O)C(=O)N1CCN(C)C (configuration not stated) was read as TMEM16A act inactive and KCNK3 inh inactive.
For CC(Oc1ccccc1F)C(=O)NNC(=O)Cc1ccc(S(=O)(=O)N2CCOCC2)s1 (configuration not stated) the results were TMEM16A act inactive and KCNK3 inh inactive.
For CN(C)N1C(=O)C2C3C=CC(O3)C2C1=O (configuration not stated) the results were TMEM16A act inactive and KCNK3 inh inactive.
Screening CC(=O)c1ccc(NC(=O)COC(=O)CCC2CCCC2)cc1 returned TMEM16A act inactive and KCNK3 inh inactive.
O=[N+]([O-])c1cc(F)cc(F)c1Nc1cc(F)cc(F)c1 was read as TMEM16A act inactive and KCNK3 inh inactive.
For COc1cc(C(=O)Nc2cc(OC)c(OC)c(OC)c2)ccc1OCc1c(C)noc1C the results were TMEM16A act inactive and KCNK3 inh inactive.
`Cc1c(Cl)cccc1NC(=O)COC(=O)Cn1cnc2c1c(=O)n(C)c(=O)n2C` gave TMEM16A act inactive and KCNK3 inh inactive.
For COc1ccc(-c2c(-c3cc(OC)cc(OC)c3)n(C)c3ccc(-c4ccn[nH]4)cc23)cc1 the results were TMEM16A act inactive and KCNK3 inh inactive.
Screening COc1cc(NC(=O)CN2C(=O)C(=O)N(CC(C)C)C2=O)cc(OC)c1 returned TMEM16A act inactive and KCNK3 inh inactive.
`O=C(CNC(=O)c1ccccc1Br)NNC(=O)c1cccs1` gave TMEM16A act inactive and KCNK3 inh inactive.

Taken from the entries so far (2 entries):
O=[N+]([O-])c1cc(F)cc(F)c1Nc1cc(F)cc(F)c1 was read as TMEM16A act inactive and KCNK3 inh inactive.
For COc1cc(C(=O)Nc2cc(OC)c(OC)c(OC)c2)ccc1OCc1c(C)noc1C the results were TMEM16A act inactive and KCNK3 inh inactive.

Remaining list, next part.
Screening O=C(NCc1ccco1)c1cc(S(=O)(=O)NC2CC2)ccc1Br returned TMEM16A act inactive and KCNK3 inh inactive.
Screening CN1CCC(N(C)C(=O)c2ccc(Cl)c(S(=O)(=O)Nc3ccc(Cl)cc3)c2)CC1 returned TMEM16A act inactive and KCNK3 inh inactive.
For CC1(C)CSC(C)(C)C(=O)N1 the results were TMEM16A act inactive and KCNK3 inh inactive.
Screening O=C(COC(=O)C1CC1)Nc1ccc([N+](=O)[O-])cc1C(F)(F)F returned TMEM16A act inactive and KCNK3 inh inactive.
Screening CC1CCCC(NC(=O)COC(=O)[C@@H](NC(=O)c2ccccc2Cl)C(C)C)C1C (some centres not stated) returned TMEM16A act inactive and KCNK3 inh inactive.
For Cn1c(=O)c2[nH]c(CCC3CCCC3)nc2n(C)c1=O the results were TMEM16A act inactive and KCNK3 inh inactive.
Screening O=C(NCCNC(=O)Nc1ccc(Cl)cc1)Nc1ccc(Cl)cc1 returned TMEM16A act inactive and KCNK3 inh inactive.
Screening O=C(CN1CCN(C(=O)CN2C(=O)NC3(CCCC3)C2=O)CC1)Nc1cccc(F)c1 returned TMEM16A act inactive and KCNK3 inh inactive.
For O=S(=O)(Nc1cccnc1)c1cccnc1 the results were TMEM16A act inactive and KCNK3 inh inactive.
For CCCc1cc(=O)[nH]c(SCC(=O)NCC2COc3ccccc3O2)n1 (configuration not stated) the results were TMEM16A act inactive and KCNK3 inh inactive.
For Cc1onc(-c2ccccc2Cl)c1C(=O)OCC(=O)N1CCCCC1 the results were TMEM16A act inactive and KCNK3 inh inactive.
COc1cc2c(cc1OC)C1C(=O)c3cc(OS(C)(=O)=O)c(OC)cc3C1N(C)C2=O (configuration not stated) was read as TMEM16A act inactive and KCNK3 inh inactive.
`CCCCCCSc1ccc([C@@H]2[C@@H]3C(=O)N(C)C(=O)[C@@H]3[C@]3(C(=O)OC)CCCCN23)cc1` gave TMEM16A act inactive and KCNK3 inh inactive.
c1ccc(-c2ccc(-c3ccccc3)[nH]2)cc1 was read as TMEM16A act inactive and KCNK3 inh inactive.
For CC(NC(=O)COC(=O)c1ccc(OCC2CCCO2)cc1)c1ccccc1Cl (configuration not stated) the results were TMEM16A act inactive and KCNK3 inh inactive.
Screening c1csc(CNc2ncnc3ccc(-c4ccoc4)cc23)c1 returned TMEM16A act inactive and KCNK3 inh inactive.
`O=C(C[C@H]1C/C=C\CC[C@@H](Cc2ccc(F)cc2)C(=O)OC[C@H]2CCCN2C1=O)N[C@@H](CO)Cc1ccccc1` gave TMEM16A act inactive and KCNK3 inh inactive.
O=C(CSc1nccc(=O)[nH]1)Nc1ccc2ccccc2c1 was read as TMEM16A act inactive and KCNK3 inh inactive.
For CC(=O)Nc1ccc(S(=O)(=O)N(C)CC(=O)Nc2ccc(F)c(F)c2F)cc1 the results were TMEM16A act inactive and KCNK3 inh inactive.
For CNC(=O)c1ccc(NC(=O)c2cc(S(=O)(=O)N3CCOCC3)ccc2N2CCCC2)cc1 the results were TMEM16A act inactive and KCNK3 inh inactive.

Random excerpt: 2 entries already listed.
For CNC(=O)c1ccc(NC(=O)c2cc(S(=O)(=O)N3CCOCC3)ccc2N2CCCC2)cc1 the results were TMEM16A act inactive and KCNK3 inh inactive.
`CCCCCCSc1ccc([C@@H]2[C@@H]3C(=O)N(C)C(=O)[C@@H]3[C@]3(C(=O)OC)CCCCN23)cc1` gave TMEM16A act inactive and KCNK3 inh inactive.

(list continues)
For Cc1ccc(NC(=O)CN(C)C(=O)CCSc2ccc(F)cc2)cc1 the results were TMEM16A act inactive and KCNK3 inh inactive.
Cc1noc(NS(=O)(=O)c2ccc(NC(=O)c3ccccc3NS(=O)(=O)c3ccc(F)cc3)cc2)c1C was read as TMEM16A act inactive and KCNK3 inh inactive.
`COc1cc(/C=C2\Oc3ccc(C#Cc4ccc(O)cc4)cc3C2=O)cc(OC)c1` gave TMEM16A act inactive and KCNK3 inh inactive.
Screening CN(CC(=O)Nc1ccc(F)c(F)c1F)C(=O)C1CCCCC1 returned TMEM16A act inactive and KCNK3 inh inactive.
For CCc1ccc2nc(NC(=O)C3CCN(c4ncnc5sc(C)c(C)c45)CC3)sc2c1 the results were TMEM16A act inactive and KCNK3 inh inactive.
For COc1ccc(/C=C/C(=O)N(C)CC(=O)Nc2cccc(F)c2)cc1S(=O)(=O)N1CCCCC1 the results were TMEM16A act inactive and KCNK3 inh inactive.
Screening O=C(COc1ccc(Br)cc1F)NC1CC1 returned TMEM16A act inactive and KCNK3 inh inactive.
`O=C(COC(=O)CSc1ccccc1)Nc1ccc(F)cc1F` gave TMEM16A act inactive and KCNK3 inh inactive.
For CCCCCCCCCCCCCCCC[n+]1ccccc1 the results were TMEM16A act inactive and KCNK3 inh -11*!.
For O=C(Nc1ccc(Br)cn1)c1ccc(COc2c(F)c(F)cc(F)c2F)o1 the results were TMEM16A act inactive and KCNK3 inh inactive.
Screening C=C1C(=O)C23CCC4C(C)(C(=O)OC)CCCC4(C)C2CCC1(O)C3 (configuration not stated) returned TMEM16A act -8.6* and KCNK3 inh inactive.
`N#Cc1ccc(-c2ccc(OCC(=O)NN=Cc3ccncc3)cc2)cc1` gave TMEM16A act inactive and KCNK3 inh inactive.
Screening COc1ccc(-c2cn3c(C)c(C(=O)N4CCN(c5ccccc5)CC4)sc3n2)cc1 returned TMEM16A act inactive and KCNK3 inh inactive.
Screening Cc1ccc2c(CC(=O)NCC3(N4CCOCC4)CCCCC3)coc2c1C returned TMEM16A act inactive and KCNK3 inh inactive.
`COc1ccc(S(=O)(=O)N2CCN(CC(=O)N3c4ccccc4CC3C)CC2)cc1OC` (configuration not stated) gave TMEM16A act inactive and KCNK3 inh inactive.
`O=C(CNC(=O)c1cc(Cl)cc([N+](=O)[O-])c1)NC1CC1` gave TMEM16A act inactive and KCNK3 inh inactive.
Cc1cc(C=O)sc1[B-](F)(F)F was read as TMEM16A act inactive and KCNK3 inh inactive.
`COc1cc(/C=C/C(=O)O)ccc1OS(=O)(=O)c1c(C)cc(C)cc1C` gave TMEM16A act inactive and KCNK3 inh inactive.
`COc1ccc(OC)c(CN2CCN(C(=O)[C@@H](NC(=O)c3cccc(C)c3)C(C)C)CC2)c1` gave TMEM16A act inactive and KCNK3 inh inactive.
CCOc1ccccc1N1CCN(C(=O)c2cc(S(=O)(=O)N(C)C)ccc2N2CCCC2)CC1 was read as TMEM16A act inactive and KCNK3 inh inactive.
Screening O=C(NCCCN1CCCC1=O)C1CCN(S(=O)(=O)c2cc(C(F)(F)F)ccc2Cl)CC1 returned TMEM16A act inactive and KCNK3 inh inactive.
`Cn1c(N)c(C(=O)COC(=O)c2cc(S(=O)(=O)N3CCOCC3)ccc2F)c(=O)n(C)c1=O` gave TMEM16A act inactive and KCNK3 inh inactive.
Screening COCCn1c(SCC(=O)NNC(=O)c2cc(Cl)ccc2OC)nnc1-c1ccncc1 returned TMEM16A act inactive and KCNK3 inh inactive.
For Cc1cccc(NC(=O)c2nc[nH]c2C(=O)NCc2ccccc2)c1 the results were TMEM16A act inactive and KCNK3 inh inactive.
c1ccc2c(c1)ccn2CCCN1CCCCC1 was read as TMEM16A act inactive and KCNK3 inh inactive.
CCc1ccc2c(CN3CCN(S(=O)(=O)c4ccccc4F)CC3)cc(=O)oc2c1 was read as TMEM16A act inactive and KCNK3 inh inactive.
For COc1ccc(C#Cc2c(C=O)n(C)c3ccccc23)cc1 the results were TMEM16A act inactive and KCNK3 inh inactive.
C#CCOCCOCCOCCNc1nc(N2CCOCC2)nc(N2CCN(C(=O)[C@H](CCCN=C(N)N)n3cc(C(N)[C@@H](C)CC)nn3)CC2)n1 (some centres not stated) was read as TMEM16A act inactive and KCNK3 inh inactive.
For CC(Oc1ccc(Cl)cc1Cl)C(=O)NC(Cc1ccccc1)C(=O)O (configuration not stated) the results were TMEM16A act inactive and KCNK3 inh inactive.
`CS(=O)(=O)c1ccc(Cl)c(NC(=O)CCN2C(=O)C3CC=CCC3C2=O)c1` (configuration not stated) gave TMEM16A act inactive and KCNK3 inh inactive.

Next section; it opens with the two that closed the last part.
For CC(Oc1ccc(Cl)cc1Cl)C(=O)NC(Cc1ccccc1)C(=O)O (configuration not stated) the results were TMEM16A act inactive and KCNK3 inh inactive.
`CS(=O)(=O)c1ccc(Cl)c(NC(=O)CCN2C(=O)C3CC=CCC3C2=O)c1` (configuration not stated) gave TMEM16A act inactive and KCNK3 inh inactive.
For CC(C)(C)CC(C)(C)c1ccc(O)c(Cc2ccc(Cl)cc2Cl)c1 the results were TMEM16A act inactive and KCNK3 inh inactive.
CCOC(=O)c1[nH]c(C)c(/C(C)=N\O)c1C was read as TMEM16A act inactive and KCNK3 inh inactive.
For Cc1noc(C)c1NC(=O)Nc1cccc2c1O[C@H](CN(C)C(=O)NC1CCCCC1)[C@@H](C)CN([C@H](C)CO)C2=O the results were TMEM16A act inactive and KCNK3 inh inactive.
`Cc1cc(C)cc(NC(=O)COC(=O)Cn2cnc3c2c(=O)n(C)c(=O)n3C)c1` gave TMEM16A act inactive and KCNK3 inh inactive.
For CCN(CC(=O)NCc1cccs1)CC(=O)Nc1ccc(C(N)=O)cc1 the results were TMEM16A act inactive and KCNK3 inh inactive.
COc1cc(/C=C2\SC(=O)N(c3cccc(Cl)c3)C2=O)cc([N+](=O)[O-])c1O was read as TMEM16A act -5.6* and KCNK3 inh inactive.
For O=C(Nc1ccc(F)cc1)C1CCN(C(=O)c2ccc(F)cc2)CC1 the results were TMEM16A act inactive and KCNK3 inh inactive.
`COc1cc(F)c(C2=CC(=O)C[C@H](c3ccc(Cl)cc3)C2)cc1F` gave TMEM16A act inactive and KCNK3 inh inactive.
`O=C1C=C(c2ccccc2)CO1` gave TMEM16A act inactive and KCNK3 inh inactive.
`O=[N+]([O-])c1ccc(C=NN=Cc2ccc([N+](=O)[O-])cc2)cc1` gave TMEM16A act inactive and KCNK3 inh inactive.
`CCCCn1c(N)c(N(CCC(C)C)C(=O)C2=NN(c3ccccc3)C(=O)CC2)c(=O)[nH]c1=O` gave TMEM16A act inactive and KCNK3 inh inactive.
For CN(CC(=O)Nc1ccc(Cl)cc1)C(=O)c1ccc(N2CCCC2=O)cc1 the results were TMEM16A act inactive and KCNK3 inh inactive.
Cn1nc(C(=O)OCC(=O)c2ccc(Cl)cc2)c2ccccc2c1=O was read as TMEM16A act inactive and KCNK3 inh inactive.
Cc1ccc(NC(=O)CN(C)C(=O)CSc2ccc3c(c2)OCCO3)cc1 was read as TMEM16A act inactive and KCNK3 inh inactive.
`CCN1C(=NCC2CC2)N[C@@H](c2ccccc2)C(C(=O)OC)=C1C` gave TMEM16A act inactive and KCNK3 inh inactive.
O=C1C=C(c2cccc(CO)c2)C[C@@H](c2ccc3c(c2)OCO3)C1 was read as TMEM16A act inactive and KCNK3 inh inactive.
Screening COc1ccc(CN2C(=O)c3ccccc3C2=O)cc1C(=O)N(C)CC(=O)Nc1ccc(F)cc1 returned TMEM16A act inactive and KCNK3 inh inactive.
For CN(C(=O)COC(=O)Cc1ccccc1[N+](=O)[O-])C1CCS(=O)(=O)C1 (configuration not stated) the results were TMEM16A act inactive and KCNK3 inh inactive.
Screening Cc1ccc(-n2nnnc2SCC(=O)NCC2(N3CCOCC3)CCCCC2)c(C)c1 returned TMEM16A act inactive and KCNK3 inh inactive.
